SENP8 inh: SENP8 protease inhibitors, primary screen, biochemical, luminescence | purified SENP8, Z-RLRGG-aminoluciferin cleavage | inhibition, % at 10 µM | 1.2% of 330,000 active | Sentrin-specific protease 8 (Homo sapiens), Q96LD8
HKDC1 inh: HKDC1 hexokinase inhibitors, primary screen, biochemical, fluorescence, uHTS; Q2TB90; recombinant HKDC1, G6PDH/diaphorase resazurin coupled fluorescence; inhibition, % at 20 µM; 0.16% of 340,000 active; AID 493160, 2011;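 active means inhibition above about 35% when tested at 20 µM, limit read from the data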;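 further: plate controls were DMSO wells with enzyme for no effect and DMSO wells lacking enzyme for full effect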
Target sequence (Q2TB90 whole entry, looked up): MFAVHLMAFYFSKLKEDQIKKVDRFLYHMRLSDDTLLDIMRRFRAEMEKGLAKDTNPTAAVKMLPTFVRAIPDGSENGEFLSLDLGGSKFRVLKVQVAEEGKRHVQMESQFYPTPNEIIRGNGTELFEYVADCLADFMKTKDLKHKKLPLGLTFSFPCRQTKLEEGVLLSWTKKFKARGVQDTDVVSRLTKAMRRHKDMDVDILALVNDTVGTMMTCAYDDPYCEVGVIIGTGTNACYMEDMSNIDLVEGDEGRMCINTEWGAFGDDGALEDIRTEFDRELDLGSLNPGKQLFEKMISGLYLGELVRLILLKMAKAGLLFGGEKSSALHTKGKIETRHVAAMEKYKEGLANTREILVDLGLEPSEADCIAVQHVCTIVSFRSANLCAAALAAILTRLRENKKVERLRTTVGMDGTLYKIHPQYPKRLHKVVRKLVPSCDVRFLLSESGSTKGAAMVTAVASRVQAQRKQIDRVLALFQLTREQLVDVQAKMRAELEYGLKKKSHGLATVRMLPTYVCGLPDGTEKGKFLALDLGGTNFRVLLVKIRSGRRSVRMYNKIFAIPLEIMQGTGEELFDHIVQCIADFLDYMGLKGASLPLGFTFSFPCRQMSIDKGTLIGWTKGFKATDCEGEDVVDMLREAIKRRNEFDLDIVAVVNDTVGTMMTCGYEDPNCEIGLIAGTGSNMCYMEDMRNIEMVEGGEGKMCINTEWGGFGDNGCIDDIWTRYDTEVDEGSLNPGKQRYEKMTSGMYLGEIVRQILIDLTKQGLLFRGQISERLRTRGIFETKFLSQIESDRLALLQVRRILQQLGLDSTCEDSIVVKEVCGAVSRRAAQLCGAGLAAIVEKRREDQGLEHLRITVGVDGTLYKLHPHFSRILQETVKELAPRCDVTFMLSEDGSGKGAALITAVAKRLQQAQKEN
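Material: recombinant HKDC1 hexokinase; Amount: HKDC1 at 5 µg/mL; Medium: Tris pH 8.0 buffer with MgCl2, Tween-20, BSA, BME; Schedule: 90 min reaction incubation at room temperature, dark; Technique: coupled resazurin fluorescence, excitation 525 nm, emission 613 nm.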
697 NFkB inh: inhibitors of PMA/ionomycin-induced NF-kB reporter, 697 cells, primary screen, B-cell NF-kB inhibitor project, cell-based, luminescence, uHTS. 697 B-cell NF-kB luciferase reporter, 16 h. inhibition, % at 4 µM. 0.33% of 330,000 active; in the data active means inhibition above about 35%
UBC13 inh: UBC13 polyubiquitin chain formation inhibitors, primary screen, biochemical, TR-FRET, uHTS; inhibition, % at 20 µM; 0.47% of 330,000 active; AID 485273, 2010; in the data active means inhibition above about 45%, passing the limit was not always enough
Target sequence (P61088 whole entry, looked up): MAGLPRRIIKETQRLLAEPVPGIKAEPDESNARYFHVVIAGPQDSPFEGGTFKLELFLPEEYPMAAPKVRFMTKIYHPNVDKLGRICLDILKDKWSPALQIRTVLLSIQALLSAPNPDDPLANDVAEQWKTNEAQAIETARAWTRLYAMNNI
Jurkat NFkB inh: inhibitors of induced NF-kB luciferase reporter, primary screen, TCR NF-kB activation inhibitor project, cell-based, luminescence, uHTS; Jurkat, PMA/ionomycin-induced NF-kB luciferase reporter; inhibition, % at 4 µM; 0.53% of 330,000 active; AID 435003, 2010
Gli-Sufu antag: Gli-Sufu pathway antagonists, primary screen, luciferase luminescence, Sufu-KO-LIGHT cells, uHTS; 0.74% of 340,000 active; inhibition, % at 5 µM; Sufu-KO-LIGHT fibroblasts, Gli luciferase reporter luminescence;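 active means inhibition above about 55%, limit read from the data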;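 further: 0% = DMSO-treated cells and 100% = wells with medium but no cells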
Apaf-1 inh: inhibitors of human Apaf-1 apoptosome, primary screen, biochemical, DEVD-Rh110 fluorescence, uHTS; Apoptotic protease-activating factor 1 (Homo sapiens), O14727; reconstituted apoptosome caspase-3 activity; inhibition, % at 20 µM; 0.71% of 330,000 active; active means inhibition of at least 40% at 20 µM;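 further: plate controls were DMSO wells for no effect and DEVD-CHO caspase inhibitor wells for full effect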
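detection = Rh110 fluorescence intensity | test system = biochemical Apaf-1 apoptosome reconstitution | also added = cytochrome c and DEVD-Rh110 substrate | schedule = 30 min plus 50 min, RT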
SENP7 inh: SENP7 protease inhibitors, primary screen, biochemical, luminescence, uHTS; recombinant SENP7, Z-RLRGG-aminoluciferin luminescence, 40 min; 1.5% of 330,000 active; AID 434973, 2010; inhibition, % at 5 µM; Sentrin-specific protease 7 (Homo sapiens), Q9BQF6;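 active means inhibition above about 50% at the single test dose, limit read from the data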;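 further: plate controls were DMSO with enzyme for no effect and no enzyme buffer wells for full effect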
* marks the source's active call; other numbers are inactive results; / = not tested or not shown. Unless noted, no stated cut-off is given here; in the data, active means inhibition above about 50%; inactive means the rest.

The line under a structure holds: SENP8 inh | HKDC1 inh | 697 NFkB inh | UBC13 inh | Jurkat NFkB inh | Gli-Sufu antag | Apaf-1 inh | SENP7 inh
> Cc1ccc(S(=O)(=O)c2cc3c(=O)n4ccccc4nc3n(C)c2=N)cc1C
  3 | 5 | -4 | 4 | 16 | 17 | 25 | 2
> O=C(Nc1nc2c(F)cc(F)cc2s1)C1COc2ccccc2O1 (configuration not stated)
  9 | -1 | -32 | -6 | -21 | -12 | 9 | -8
> COc1ccccc1NC(=O)CCNS(=O)(=O)c1ccc2c(c1)CCN2C(C)=O
  -6 | 0 | 11 | 14 | 2 | 3 | -9 | 5
> Cc1ccc(C(C)C)c(O)c1
  13 | -4 | 11 | 6 | 8 | -2 | -8 | 6
> CCC1CCCCN1CC(=O)Nc1ccc2c(c1)OCCO2 (configuration not stated)
  11 | 0 | -5 | 16 | -27 | -4 | -10 | -13
> O=C(c1ccc2c(=O)n(Cc3ccc4c(c3)OCO4)c(=S)[nH]c2c1)N1CCCCC1
  -10 | 14 | -25 | 6 | -12 | 3 | 26 | -17
> CCN(CC)CCn1c(=N)n(CC(O)c2ccco2)c2ccccc21 (configuration not stated)
  -9 | -10 | 9 | 2 | 1 | 5 | -5 | 2
> COc1ccc(CN2CCN(c3ncccn3)CC2)c(OC)c1
  -2 | -4 | -17 | -11 | -4 | -7 | 3 | 3
> C1CN(CCN2CCOCC2)CCN1
  -4 | -5 | 15 | 9 | 2 | 24 | -5 | 1
> CCOC(=O)c1cnc2c(C)c(Cl)ccc2c1NCCCN1CCOCC1
  -9 | 0 | -12 | 21 | -10 | 24 | 5 | -4
> COC(=O)C1=CN(Cc2ccccc2)C=C(C(=O)OC)C1c1ccc(OC)c(OC)c1
  -7 | -3 | -10 | 0 | -8 | 3 | 22 | -5
> CC1CCCCN1CCCNC(=O)c1ccc(Br)cc1 (configuration not stated)
  0 | -8 | 11 | -4 | 10 | 23 | 0 | 5
> CCOC(=O)C1=C(C)Nc2nc(SCC)nn2C1c1ccc(OC)cc1 (configuration not stated)
  -4 | -4 | -7 | -1 | -6 | 34 | -56 | -4
> CN(CC(=O)Nc1ccccc1Oc1ccccc1)Cc1ccccc1F
  1 | 3 | 14 | 7 | 3 | 15 | 18 | 1
> Cn1ccnc1COc1ccc(/C=N/O)cc1
  -6 | -3 | 13 | 0 | 4 | -3 | -2 | 6
> COc1ccc2c3c(cccc13)OC2=O
  6 | 7 | 16 | -1 | 3 | -7 | 6 | 5
> COc1cccc(NC(=O)CN2C(=O)NC3(CCc4ccccc43)C2=O)c1 (configuration not stated)
  -5 | -5 | 15 | -4 | 0 | 3 | -7 | 2
> COCC(C)n1c(SCC(=O)NNC(=O)c2ccc(F)cc2)nc2ccccc2c1=O (configuration not stated)
  -9 | -12 | 17 | -11 | 4 | 0 | 3 | -5
> CC1OC(OC2C(CO)OC(OC3C(CO)OC(O)C(O)C3O)C(O)C2O)C(O)C(O)C1N[C@@H]1C=C(CO)[C@@H](O)C(O)[C@H]1O (some centres not stated)
  1 | 3 | 20 | -4 | -2 | 0 | -2 | 4
> O=C(Cc1ccccc1)NN1CCCCC1
  -10 | -8 | 8 | 4 | -2 | 22 | -2 | 3
> CN(C)c1nc(/C=C(\C#N)C(N)=O)c(Cl)n1-c1ccc(F)cc1
  0 | 4 | -22 | -7 | 4 | 0 | -13 | 1
> COC(=O)CSc1nnc(CNC(=O)c2cc(OC)cc(OC)c2)n1-c1ccc(F)cc1
  1 | -7 | 24 | 3 | 3 | 2 | -11 | -2
> O=C(CN1CCCCC1)n1c2ccccc2c2ccccc21
  3 | -3 | -3 | 2 | -11 | -5 | 17 | -4
> CCN(CC)CCNC(=O)c1ccccc1C(=O)c1ncc[nH]1
  0 | -3 | 12 | 0 | -19 | 3 | 0 | 2
> CCCOc1ccccc1/C=C(\C#N)C(=O)Nc1cccnc1
  -6 | 7 | -65 | 4 | -28 | -3 | -9 | 6
> COc1cc(C(=O)OCc2cc(=O)n3ccsc3n2)ccc1OC(C)C
  6 | -7 | 17 | -2 | -49 | -6 | -6 | -9
> Cc1ccc2nc(NC(=O)CCCc3nc4ccccc4s3)sc2c1
  6 | -7 | 2 | 2 | -59 | 0 | 17 | 9
> C=CCn1c(CNC(=O)c2ccco2)nnc1SCC(=O)N1c2ccccc2Sc2ccccc21
  -8 | -4 | 6 | 8 | 4 | 7 | 2 | -3
> CC(=O)c1cccc(N(CC(=O)NC2CCCCC2)C(=O)CNC(=O)c2cccs2)c1
  -1 | 3 | -13 | -3 | 6 | 33 | -1 | -12
> Cc1cc(NC(=O)CSc2nnnn2-c2ccccc2)no1
  -5 | -5 | 19 | 5 | 7 | -1 | 2 | 4
> Cc1cccc(CCN(Cc2cc3cccc(C)c3[nH]c2=O)C(=O)N2CCOCC2)c1
  -9 | 0 | -2 | -9 | 2 | -3 | 11 | -10
> COc1cc(NC(=O)c2ccccc2)c(OC)cc1NC(=O)Cc1ccc(Br)cc1
  -6 | 4 | -21 | -2 | 5 | -7 | 11 | 0
> Cn1c(C(=O)OCC(=O)NCC2CCCO2)cc2sccc21 (configuration not stated)
  -6 | -4 | -2 | -2 | -18 | 0 | -8 | 3
> Cc1ccc(-c2cc(-c3ccco3)c(C#N)c(=O)[nH]2)cc1
  2 | 11 | -3 | -33 | 1 | 0 | -3 | 10
> CCOC(=O)c1ccc(NC(=S)N2CCCC2)cc1
  -7 | -9 | -19 | -14 | -24 | -10 | 7 | -10
> Cc1nc(Sc2ccccc2)c(C#N)cc1-c1ccccc1
  1 | 6 | 6 | 13 | -20 | -15 | 15 | 6
> O=C(O)c1ccc(S(=O)(=O)NC2CC2)cc1
  1 | -5 | 8 | 18 | -4 | 10 | -23 | 8
> O=C(NC1CCN(Cc2ccccc2)CC1)c1ccccc1
  2 | 1 | -13 | 7 | -10 | 6 | -4 | 5
> CCN(CC)S(=O)(=O)c1cccc(NC(=O)CN2C(=O)NC3(CCOc4ccccc43)C2=O)c1 (configuration not stated)
  -7 | 2 | 15 | -2 | 13 | -6 | 12 | 8
> NC(=O)c1oc2ccccc2c1NC(=O)c1ccco1
  -11 | -7 | 7 | -10 | 3 | 2 | 8 | 12
> Cc1cccc(-c2oc3ccccc3c2C#CCCCCO)c1
  -15 | 3 | -11 | 3 | 9 | 29 | 17 | 6
> O=C(CN1C2CCCC1CC(NC(=O)c1ccccc1)C2)Nc1nccs1 (configuration not stated)
  1 | -2 | 2 | -2 | 3 | 6 | 4 | 8
> C=CCN1C(=O)C(CC(=O)O)S/C1=N/N=C/c1ccc(N(CC)CC)cc1 (configuration not stated)
  -15 | -4 | 11 | -6 | -3 | -35 | 19 | -10
> CCCOC(c1ccccc1)(c1ccc(C(F)(F)F)cc1)C(Oc1nc(C)cc(C)n1)C(=O)O (configuration not stated)
  -1 | 10 | -8 | -18 | 5 | 5 | 8 | 9
> O=C1CCc2cc(S(=O)(=O)NC(Cc3ccccc3)C(=O)NCCC3=CCCCC3)ccc2N1 (configuration not stated)
  6 | 1 | 21 | 0 | -14 | 4 | 0 | 1
> Cc1cc(C)cc(N(CC(=O)NC2CCCCC2)C(=O)CCCC(=O)Nc2ccccn2)c1
  -18 | 0 | 1 | -8 | -2 | -14 | 16 | -5
> CCOC(=O)Nc1ccccc1C(=O)Nc1cc(C)cc(C)c1
  -1 | -3 | 12 | 3 | 0 | -33 | 9 | 5
> COC(/C=C/Nc1ccc(OC)cc1)=C(C#N)C#N
  -7 | -2 | -4 | -7 | -1 | -14 | -1 | 12
> Cc1cccc(C(=O)NNC(=O)c2ccc(S(=O)(=O)N3CCOCC3)cc2)c1
  0 | -1 | 13 | 4 | 7 | -4 | -10 | 0
> COc1cccc(C(=O)Nc2c3c(nn2-c2cccc(C)c2C)CS(=O)C3)c1OC (configuration not stated)
  -2 | -5 | 3 | 7 | -2 | 3 | -12 | -1
> Cc1nnc(C)n1/N=C/c1cccc(Oc2ccccc2)c1
  4 | 3 | -12 | 6 | 6 | 9 | -5 | 4
> C=CCOC(=O)CN1C(=O)c2ccccc2C1=O
  -16 | -6 | -13 | -10 | 3 | 1 | -16 | -4
> O=C(Nc1nc2ccc(F)cc2s1)c1cccs1
  92* | 3 | -238 | 21 | -192 | -71 | 4 | 95*
> O=c1cc(CO)oc(C(Nc2ccccn2)c2cccc(F)c2)c1O (configuration not stated)
  -2 | -11 | -3 | 26 | -10 | 1 | 4 | 16
> Cc1noc(C)c1COC(=O)c1ccc(-c2nc3ccccc3s2)s1
  6 | -4 | -80 | 37 | -62 | -69 | 13 | 29
> COc1ccc(N(C)C(=O)c2sc(Cl)nc2C)cc1
  2 | 3 | 0 | 0 | -3 | / | -2 | -5
> C[C@H](CO)N1C[C@H](C)[C@@H](CN(C)S(=O)(=O)c2ccc(Cl)cc2)Oc2ccc(NS(=O)(=O)c3ccccc3)cc2CC1=O
  1 | 1 | -3 | 21 | -1 | 58* | 29 | 8
> COc1ccc(OC)c(-c2csc(NC(=O)Cc3ccccc3OC)n2)c1
  6 | -2 | 1 | 3 | 5 | -10 | 26 | 1
> O=C(C1CCN(S(=O)(=O)c2ccc(Cl)cc2)CC1)N1CCCC1
  -6 | -5 | -4 | 1 | 8 | -12 | -1 | -2
> COc1cc(C(CCN2CCN(c3ccccc3)CC2)c2c(OC)cc(OC)c3c(C)cc(=O)oc23)cc(OC)c1OC (configuration not stated)
  4 | -1 | -14 | -14 | 21 | 1 | 30 | -5

Results in Jurkat NFkB inh and SENP7 inh (2 entries from above):
Structure	Jurkat NFkB inh	SENP7 inh
Cc1cccc(CCN(Cc2cc3cccc(C)c3[nH]c2=O)C(=O)N2CCOCC2)c1	2	-10
COc1cc(NC(=O)c2ccccc2)c(OC)cc1NC(=O)Cc1ccc(Br)cc1	5	0

Following part:
The line under a structure holds: SENP8 inh | HKDC1 inh | 697 NFkB inh | UBC13 inh | Jurkat NFkB inh | Gli-Sufu antag | Apaf-1 inh | SENP7 inh
> CC(C)OC(=O)Cn1cc(C#N)c2ccccc21
  -4 | -4 | -11 | -5 | -12 | 10 | -8 | -10
> Cc1cnc(NC(=O)c2cc3c(C)nn(Cc4ccccc4Cl)c3s2)s1
  -4 | -7 | 2 | 2 | -7 | -6 | 4 | 6
> NC(=O)c1ccccc1NC(=O)CCn1c(=S)oc2ccccc21
  4 | -4 | 10 | 7 | -13 | 6 | 1 | 4
> CCOC(=O)CC1(NC(=O)C2CCC(=O)N(CCc3ccc(OC)cc3)C2)CCCCC1 (configuration not stated)
  0 | 6 | -37 | -4 | 7 | -1 | 10 | 4
> COc1ccc(Oc2cc(C)nc(Cl)n2)nn1
  4 | -78 | 20 | 3 | -3 | -2 | -19 | 1

Three of the entries above in order of their number in SENP7 inh, falling.
Molecule	SENP7 inh
Cc1cnc(NC(=O)c2cc3c(C)nn(Cc4ccccc4Cl)c3s2)s1	6
NC(=O)c1ccccc1NC(=O)CCn1c(=S)oc2ccccc21	4
COc1ccc(Oc2cc(C)nc(Cl)n2)nn1	1

Screening results as filed in PubChem BioAssay.
